CF NFkB block = cystic fibrosis NF-kB activation inhibition. KKLEB NF-kB-GFP reporter, PAF-induced, GFP fluorescence overnight. inhibition, % at 5 µM. hit rate 0.86% among 360,000. AID 588850;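 active means at least 50% inhibition at 5 µM, scaled per plate between neutral and stimulator controls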;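 further: PAF is a Pseudomonas aeruginosa culture filtrate used as stimulus; plate controls were PAF-stimulated DMSO wells for no effect and unstimulated DMSO wells for full effect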
Peg3 prom inh = inhibitors of Peg3 promoter; HeLa PEG-Prom luciferase reporter, luminescence, overnight; inhibition, % at 20 µM; hit rate 1.7% among 360,000; AID 588405;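 active means inhibition of at least 50% at 20 µM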
NR2E3 ag-1 = NR2E3 (human) agonism; AID 2300; inhibition of corepressor binding, % at 4.78 µM; GST-NR2E3/biotin-RetCOR TR-FRET, 1536-well; hit rate 0.12% among 320,000;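 active means percent inhibition above the cutoff of mean plus 3 SD of all tested compounds, set per screening campaign, cut at about 20% in these data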;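 further: 0% = DMSO wells and 100% = biotin wells as full block of FRET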
Target sequence (Q9Y5X4 whole entry, looked up): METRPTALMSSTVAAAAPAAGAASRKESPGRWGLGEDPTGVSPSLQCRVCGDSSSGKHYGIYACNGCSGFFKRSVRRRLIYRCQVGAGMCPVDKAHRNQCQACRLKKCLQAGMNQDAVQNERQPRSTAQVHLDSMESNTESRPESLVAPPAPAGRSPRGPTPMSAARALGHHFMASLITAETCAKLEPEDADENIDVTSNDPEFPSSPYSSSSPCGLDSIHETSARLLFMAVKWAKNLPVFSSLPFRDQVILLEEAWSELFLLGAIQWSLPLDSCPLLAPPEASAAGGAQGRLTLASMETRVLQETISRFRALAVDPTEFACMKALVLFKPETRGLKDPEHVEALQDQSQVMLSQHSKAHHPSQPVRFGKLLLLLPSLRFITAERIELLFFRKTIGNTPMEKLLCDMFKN
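Material: NR2E3–RetCOR corepressor complex / Incubation: Compound–protein incubation for 5 h at 4 °C / Dosing: compound at 4.8 µM, single dose / Detection: time-resolved FRET / Benchmarks: high control biotin, low control 0.6% DMSO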
KKLEB cytotox = CF airway cell cytotoxicity counter-screen; hit rate 0.36% among 360,000; activity change (cytotoxicity), % at 5 µM; KKLEB CF airway cells viability, ATPlite luminescence, overnight; active compounds read low; cells stimulated with P. aeruginosa culture filtrate;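 active means corrected activity change at or below -50% at 5 µM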
iPSC survival up = increases survival of single human iPS cells; hiPSC single-cell survival, ATPlite luminescence; 100% = ROCK inhibitor wells, 0% = DMSO; survival enhancement, % at 20 µM; hit rate 0.044% among 360,000; AID 602274; in the data active means survival enhancement above about 18%;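 further: cells exposed to compounds for 16 hours before the ATP read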
HIF-2a block = HIF-2a inhibition; 786-0 RCC cells HIF-2a reporter, luciferase luminescence, overnight; inhibition, % at 18.8 µM; hit rate 0.72% among 360,000;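 active means inhibition of the luminescence signal of 40% or more relative to plate controls, in a single-dose primary screen at 18.75 µM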
Shn3 inh set2 = inhibitors of Schnurri-3 3'UTR reporter in osteoblasts; Clone20 osteoblast Shn3 3'UTR firefly luciferase, 24 h; inhibition, % at 12.5 µM; hit rate 0.52% among 360,000;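 active means mean inhibition of at least 75% with every replicate also reaching 75%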;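 further: 0% = median of neutral control wells and 100% = pilot-screen positive control compound; some compounds past the cut are filed as inactive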
NR2E3 ag-2 = activates human NR2E3 receptor; Q9Y5X4; CHO-S Gal4-NCOR/VP16-NR2E3 two-hybrid, luciferase; inhibition of corepressor binding, % at 3.98 µM; hit rate 0.35% among 360,000; AID 602229;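 active means inhibition above the mean of all tested compounds plus 3 SD, cut at about 70% in these data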;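 further: 0% = DMSO with NR2E3 transfected cells and 100% = cells lacking NR2E3 construct; higher means lower luciferase signal from less NR2E3 corepressor binding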
TWEAK-Fn14 inh = blocks TWEAK-Fn14 interaction in a reporter cell assay | TWEAK-stimulated Fn14 reporter cells, luciferase luminescence, 8 h | inhibition, % at 10 µM | hit rate 2% among 360,000 | AID 1159606; in the data active means inhibition above about 50%
MITF TRPM1 inh = inhibitors of MITF-driven TRPM1 promoter in melanoma cells | SK-MEL-5 TRPM1 promoter luciferase, 24 h | inhibition, % at 12.5 µM | hit rate 0.83% among 330,000;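 active means mean inhibition across replicates of 60% or more, whatever share of single replicates reaches that level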; further: values of inactives mirror those of a sister screen read the other way
aDG glyco act = alpha-DG glycosylation activation; Pro5-aDG cells, alpha-DG glycosylation AlphaScreen (IIH6); 0% Pro5, 100% B10-LARGE cell signal; activation, % at 10 µM; hit rate 0.22% among 360,000; AID 624168;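 active means activation of at least 8% versus controls, or a plate z-score of at least 8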;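 further: Pro5 are CHO cells carrying HIG-tagged alpha-DG that lacks glycosylation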
* hit, by the source's call; . = no result given.

item | compound | Shn3 inh set2 | HIF-2a block | Peg3 prom inh | KKLEB cytotox | NR2E3 ag-2 | iPSC survival up | MITF TRPM1 inh | CF NFkB block | TWEAK-Fn14 inh | aDG glyco act | NR2E3 ag-1
1 | CC(NC(=O)COc1ccc(/C=N/NS(=O)(=O)c2ccccc2)cc1)c1ccccc1 (centres undefined) | -20 | -2 | 4 | 7 | -13 | 0.1 | -6 | -7 | 11 | 0.5 | 0
2 | COc1ccc(CN(CC2CCC(C(=O)O)CC2)C(=S)Nc2cccc(C)c2)cc1 (centres undefined) | -13 | 8 | 14 | 13 | -26 | -1.5 | 4 | -2 | -8 | 0.2 | -1
3 | CCOC(=O)C1(C)CCCN1C(=O)c1cncc(Br)c1 (centres undefined) | -18 | 10 | 11 | 6 | 19 | -2.9 | . | -16 | -12 | -0.1 | .
4 | CCC(=O)OC1CSc2nc3ccccc3n2C1 (centres undefined) | 16 | 23 | 8 | 1 | 3 | -0.4 | 2 | 6 | -3 | -0.1 | 0
5 | Cc1occc1C(=O)N/N=C/C=C/c1ccc(N(C)C)cc1 | -73 | -189 | -194 | -8 | -60 | -0.6 | -50 | -12 | -8 | -0.3 | -8
6 | O=C(Nc1ccc2c(c1)OCO2)C1CC(=O)N(c2ccccc2)C1 (centres undefined) | -1 | 0 | 2 | -9 | -38 | -0.5 | 0 | -16 | -3 | 0.0 | 0
7 | COc1ccc(CCNS(=O)(=O)c2ccc(-n3cnnn3)c(OC)c2)cc1OC | 1 | 23 | -10 | -9 | 5 | -0.5 | -22 | -3 | -2 | 2.0 | 0
8 | Cc1[nH]n(-c2ccc(Br)cc2)c(=O)c1/C=N/NC(=O)c1ccccc1 | 85 | -143 | -35 | -8 | -47 | -0.9 | 24 | 27 | 33 | 0.4 | .
9 | CC(C)N1CCc2c(sc(NC(=O)C3CCCCC3)c2C(N)=O)C1 | 5 | 18 | 22 | 1 | -15 | -1.3 | . | 3 | 13 | 8.2* | -3
10 | CCOc1ccc(-n2c(=S)sc3c(=O)[nH]c(SCC(=O)NCC4CCCO4)nc32)cc1 (centres undefined) | 4 | 13 | 3 | 19 | -18 | -2.1 | -18 | -4 | 1 | -0.1 | -1
11 | Cc1nn2c(SCC(=O)c3cccs3)cc(C(C)(C)C)nc2c1-c1ccccc1 | 15 | 26 | 3 | 4 | 3 | 0.0 | -7 | 9 | 11 | -0.2 | 1
12 | Cc1cccc(NC(=O)c2ncn3c2C(=O)NC[C@@H]3C)c1 | 12 | -22 | -29 | 9 | -10 | -1.8 | . | -11 | -2 | 0.0 | .
13 | Cn1c(-c2ccccc2)c(C#Cc2ccc(N)cc2)c2ccccc21 | -6 | -3 | -17 | 6 | -9 | -1.0 | -5 | -30 | 1 | -0.3 | .
14 | CN1CCC(OC(=O)COc2ccc(Cl)cc2Cl)CC1 | 0 | 14 | 3 | -7 | -31 | -0.5 | 12 | 11 | -15 | -0.1 | 2
15 | COc1ccc(CCNC(=O)COC(=O)c2cc(S(=O)(=O)NCc3ccccc3)ccc2O)cc1OC | -7 | 10 | 7 | 3 | 18 | 0.5 | -3 | -2 | -17 | 0.0 | 2
16 | Cc1cc(NC(=O)Cc2cc(F)cc(F)c2)no1 | -16 | 1 | 9 | -6 | 6 | 0.3 | 2 | 0 | -1 | -0.1 | 2
17 | CN1C2CCC1CC(NC(=O)CSc1ccc(C(C)(C)C)cc1)C2 (centres undefined) | -5 | 1 | 13 | -6 | 13 | -0.7 | 3 | -2 | 1 | -0.2 | 0
18 | Cc1cccc(Cn2c(N(C)CCO)nc3c2c(=O)[nH]c(=O)n3C)c1 | 8 | 10 | 6 | -2 | 27 | -2.7 | 7 | 7 | -18 | 0.1 | -6
19 | COCCNC(=O)C1(C)CCCN(CCC(=O)c2ccc(Br)cc2)C1 (centres undefined) | -10 | 2 | 15 | 14 | -28 | 0.6 | . | -2 | -5 | 0.7 | .
20 | COc1ccccc1N(C)S(=O)(=O)c1ccc(C(=O)N2CCCC(C(F)(F)F)C2)cc1 (centres undefined) | 7 | -1 | 9 | 5 | 0 | 0.2 | -7 | 11 | -24 | -0.2 | 1
21 | CCOC(=O)c1ccc(NC(=S)NNC(C)(C)C)cc1 | . | -71 | -89 | 2 | -29 | 0.0 | -51 | 3 | -22 | 0.1 | 3
22 | Cc1ccc(CNC(=O)c2ccc(N3CCC4(CC3)CC(c3ccccc3)=NO4)c(NC(=O)c3c(Cl)cccc3Cl)c2)cc1 | -10 | 9 | 16 | 1 | 17 | -0.1 | -3 | -26 | -9 | 0.5 | 5

An excerpt of these results, with two lines to a compound.
Second line of a record – Shn3 inh set2	HIF-2a block	Peg3 prom inh	KKLEB cytotox	NR2E3 ag-2	iPSC survival up	MITF TRPM1 inh	CF NFkB block	TWEAK-Fn14 inh	aDG glyco act	NR2E3 ag-1
(13) Cn1c(-c2ccccc2)c(C#Cc2ccc(N)cc2)c2ccccc21
  -6	-3	-17	6	-9	-1.0	-5	-30	1	-0.3	.
(14) CN1CCC(OC(=O)COc2ccc(Cl)cc2Cl)CC1
  0	14	3	-7	-31	-0.5	12	11	-15	-0.1	2

Single values from above.
Under KKLEB cytotox, #20 reads 5
Under TWEAK-Fn14 inh, #5 reads -8
Under iPSC survival up, #11 reads 0.0
Under NR2E3 ag-1, #6 reads 0
Under HIF-2a block, #12 reads -22

An excerpt from above, showing only KKLEB cytotox, NR2E3 ag-1 and aDG glyco act:
entry	Structure	KKLEB cytotox	NR2E3 ag-1	aDG glyco act
22	Cc1ccc(CNC(=O)c2ccc(N3CCC4(CC3)CC(c3ccccc3)=NO4)c(NC(=O)c3c(Cl)cccc3Cl)c2)cc1	1	5	0.5
21	CCOC(=O)c1ccc(NC(=S)NNC(C)(C)C)cc1	2	3	0.1

Compounds were not picked by outcome. About 4.4% of those tested had a hit in this group.
